High-throughput results: PubChem BioAssay, National Center for Advancing Translational Sciences (NCATS)
ALOX12 inh: Primary qHTS assay for inhibitors of human arachidonate 12S-lipoxygenase (ALOX12): Round 2; purified 12hLO, xylenol orange hydroperoxide absorbance; Potency, µM (titrated, usually from 108 µM), without a hit: at the top dose activity change, negative = inhibition, actives largely listed as inhibitors; 580,000 compounds, 1.1% hits; active = well fitted inhibition curve with a large enough effect; inconclusive = small, poorly fitted or top-dose-only effect, or another doubt; inactive = no such curve, though single readings can be large or run the other way
Target sequence (P18054 whole entry, looked up): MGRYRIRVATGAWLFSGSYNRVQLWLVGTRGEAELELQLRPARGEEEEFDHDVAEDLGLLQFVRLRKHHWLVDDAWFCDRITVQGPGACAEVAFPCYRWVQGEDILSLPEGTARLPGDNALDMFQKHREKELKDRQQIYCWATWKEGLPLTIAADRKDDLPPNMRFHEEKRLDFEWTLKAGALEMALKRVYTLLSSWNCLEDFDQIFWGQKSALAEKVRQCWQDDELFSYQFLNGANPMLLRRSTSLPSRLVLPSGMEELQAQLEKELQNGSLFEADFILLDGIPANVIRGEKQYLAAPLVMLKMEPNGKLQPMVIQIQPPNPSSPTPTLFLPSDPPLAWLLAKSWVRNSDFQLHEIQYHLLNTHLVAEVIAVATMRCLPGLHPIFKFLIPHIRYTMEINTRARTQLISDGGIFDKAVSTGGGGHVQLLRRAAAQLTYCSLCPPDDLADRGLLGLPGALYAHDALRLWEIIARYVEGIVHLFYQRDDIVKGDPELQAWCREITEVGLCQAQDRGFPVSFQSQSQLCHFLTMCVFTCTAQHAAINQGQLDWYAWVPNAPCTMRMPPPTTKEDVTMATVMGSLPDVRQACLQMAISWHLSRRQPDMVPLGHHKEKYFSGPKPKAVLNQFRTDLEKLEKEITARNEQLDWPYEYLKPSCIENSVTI
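Purified human 12hLO at 150 nM in 25 mM Hepes, 0.01% Triton X-100, pH 7.0, preincubated 15 min at room temperature with compound. Reaction started with 40 uM arachidonic acid, 30 min at room temperature. Hydroperoxide measured by Fe-xylenol orange, 573/405 nm absorbance ratio.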
* hit, by the source's call; ? = inconclusive; & = joins results of further samples; [ ] = remark or other dose. % is set by controls: 0 for no effect and ±100 for the full control effect; potency is the fitted concentration of half-maximal effect. Only part of the results is shown. The share of hits here may be higher or lower than overall.

SMILES | ALOX12 inh
C[C@@H]1CN([C@@H](C)CO)C(=O)CCCn2nncc2CO[C@H]1CN(C)Cc1ccc(Cl)c(Cl)c1 | -7.5%
CCc1nc2nc(-c3cccc(OC)c3)cc(=O)n2[nH]1 | ?
COP(=O)(OC)c1nc(-c2ccc([N+](=O)[O-])cc2)oc1NCc1ccc(F)cc1 | ?
O=C(NC1CCCCC1)C1CCC(Cn2cnnn2)CC1 (stereo not drawn) | -2.0%
CCOc1ccccc1NC(=O)N1CCCC(c2noc(COC)n2)C1 (stereo not drawn) | 38.0%[activator]
Cc1ccc(CNC(=O)c2ccc3cc[nH]c3c2)cc1 | -2.0%
N#CC(C(=O)/C=C/c1ccccc1)C(=O)Nc1ccccc1Cl (stereo not drawn) | ?
CN(C)C(=O)Cc1ccc(C(F)(F)F)cc1 | 14.0%

SMILES | ALOX12 inh
Cc1cn2nc(C(=O)NCCc3ccccc3)cc2c(N2CCSCC2)n1 | -2.8%
O=C(Nc1cccc(C(F)(F)F)c1)c1nc2ccccc2nc1N1CCOCC1 | -3.5%
CN(Cc1ccncn1)C(=O)c1ccccc1C1CCNC1 (stereo not drawn) | 98.4%[activator]
CCN(CC)S(=O)(=O)c1ccc(N)c(N)c1 | 21.5%
COCC(=O)n1nc(NCc2ccc(F)cc2)nc1NCc1ccc(F)cc1 | -12.9%
O=C1Nc2ccccc2C12CCN([S+](=O)([O-])c1cccc(C(F)(F)F)c1)C2 (stereo not drawn) | 19.5%
CN1CC2(C1)C(=O)N(Cc1cccc(Cl)c1)C(=O)[C@@H]1C[C@@H](O)CN12 | ?
COCC(=O)N1CCn2c(nn(-c3ccc(C)cc3)c2=O)C1 | 13.7%[176 µM]

SMILES | ALOX12 inh
COCC1CN(Cc2ccccc2C(F)(F)F)CC12CCNCC2 (stereo not drawn) | 16.4%
COc1ccccc1-c1cn2c(n1)CO[C@@H](CNC(=O)NC(C)C)C2 | 17.9%[176 µM]
CSc1cccc(NC(=O)O[C@@H]2CC[C@]3(C)C(CC[C@@H](O)[C@H]3CC(=O)N3CCCC3)[C@]2(C)CO)c1 (stereo partly drawn) | 7.2%
N#CC1(NC(=O)CSc2c(Cl)cccc2Cl)CCCCC1 | 14.1µM*
Cc1ccc(CNCCC2=CCCCC2)s1 | ?
CC(=O)N1CCC2(CC1)CN(C(=O)CN(C)C)Cc1ccccc1O2 | 13.9%[6.33 µM]
CCN1CCC(OCCCNC(=O)CCC[C@H]2NC[C@@H]3C[C@H]2CN(Cc2ccccc2)C3)CC1 | ?
Cc1ccccc1S(=O)(=O)N1CCC(n2cnnc2-c2ccccc2)CC1 | 33.5%

SMILES | ALOX12 inh
Cc1cc(C)n2c(Nc3ccc4c(c3)OCCO4)c(CC(C)C)nc2n1 | -102.1%
O=C(CCC[C@@H]1[C@H]2CCCN3CCC[C@@H](CN1C(=O)c1cccs1)[C@@H]23)N1CCOCC1 | 49.7%[activator]
O=C(CCC1CCCC1)Nc1cccc(-c2nnc3n2CCCC3)c1 | 37.8%[activator]
C[C@H]1CN([C@@H](C)CO)C(=O)c2cc(Br)cnc2O[C@@H]1CN(C)S(=O)(=O)c1cn(C)cn1 | 3.9%
O=C(c1cnccn1)N1CCC(N2C(=O)C(OCC3CC3)C23CCCCC3)CC1 (stereo not drawn) | 6.7%
Cc1nn(C(=O)C2CCCN2S(=O)(=O)c2ccc(F)cc2)c(C)c1Sc1ccccc1 (stereo not drawn) | 6.2%
O=C(NCCCN1CCOCC1)c1cccc(S(=O)(=O)N2CCc3ccccc32)c1 | -25.6%
COc1ccc(-c2noc(COC(=O)C3=CN(C)S(=O)(=O)N=C3C)n2)cc1 | 49.0%[activator]

SMILES | ALOX12 inh
Cc1cccc(C(=O)NCCS(=O)(=O)Cc2ccccc2)c1 | -2.4%
O=C(C(=O)N1CCN(C(=O)C2CCCC2)CC1)c1cccc(C(F)(F)F)c1 | 0.2%
Cc1cccc(CN2CCc3c(cc(C(=O)O)n3C)C2)c1 | 6.2%
Cc1csc(NC(=O)COc2cccc3ccccc23)n1 | 5.6%
COc1ccc(-c2cccc(CCOc3cnc4c(ccn4CC(=O)O)c3)c2)c(C)c1 | ?
Cc1ccc(-c2cnc(CCC(=O)N(C)CC(=O)Nc3ccccc3Br)o2)cc1C | ?
O=C(NCc1nnc2n1C(C(=O)NCCc1ccc(Cl)cc1)CC2)C1CC1 (stereo not drawn) | 1.6%[6.33 µM]
Cc1oc(-c2cccc(Cl)c2)nc1CN1CCN(S(N)(=O)=O)CC1 | 27.6%

SMILES | ALOX12 inh
CCOC(=O)COc1cc(O)cc2oc(-c3ccccc3)cc(=O)c12 | 5.4%
O=C(N[C@@H]1CN(Cc2cccc(OC(F)(F)F)c2)CC[C@@H]1CO)c1ccccc1 | ?
CC(C)c1nc(-c2ccc(OC3CCN(C(=O)Cc4c[nH]c5ccccc45)C3)cc2)no1 (stereo not drawn) | -8.5%
CNC(=O)[C@@H]1CN(C(=O)CN2CCOCC2)C[C@H]1COC | ?
Cc1cc(S(=O)(=O)N2CCC(n3cnnc3-c3ccccc3)CC2)ccc1F | -5.1%
CCC(c1nc2ccccc2[nH]1)N(C(=O)Cc1cc(OC)cc(OC)c1)c1ccc(N2CCOCC2)cc1 (stereo not drawn) | 1.2%
Cn1nccc1-c1ccc2ncn(Cc3ccccn3)c(=O)c2n1 | 8.5%[176 µM]
N#Cc1ccc(CN2CCC(N3Cc4ccccc4C3=O)CC2)cc1 | 0.4%[6.33 µM]

SMILES | ALOX12 inh
Fc1ccc(NC(=S)N[C@H]2CO[C@H]3[C@@H]2OC[C@@H]3n2nnnc2-c2ccc3c(c2)OCO3)cc1 | 14.1%
Cc1ccc(-c2cnc(SCC(=O)Nc3cccc(Cl)c3)o2)cc1C | 0.7%
Cc1ccc2cc(CCC(=O)NCCN3CCN(C)CC3)c(=O)[nH]c2c1 | -9.2%
Cn1c(=O)c2c(ncn2CC(=O)Nc2ccccc2C(=O)NC2CCCC2)n(C)c1=O | -13.1%
CC(C)c1nc2c(c(-c3ccc(O)cc3)n1)CN(C(=O)C1CCCC1)CC2 | 1.3%
Cc1ccccc1-c1nnc(-c2ccc(C(=O)NCC3CCCO3)cc2)o1 (stereo not drawn) | -17.7%
COCCn1c2c(c(=O)[nH]c1=O)C(c1ccccc1)C1=C(N2)c2ccccc2C1=O (stereo not drawn) | ?
O=C(CC(c1ccccc1)c1cccc(Cl)c1)NC1CCC(O)CC1 (stereo not drawn) | 4.8%

SMILES | ALOX12 inh
COc1ccc(CNC(=O)Cc2nn(C)c(=O)c3ccccc23)cc1OC | 19.8%
CCS(=O)(=O)N1CCC(Cc2ccc(C(N)=O)cc2)CC1 | 2.6%
Fc1ccc(Cc2nc3nccc(-c4ccccc4)n3n2)cc1 | 52.7%[activator]
c1csc(-c2nc3nccc(-c4ccsc4)n3n2)c1 | 43.9%
COCc1cc(=O)n(CC(=O)Nc2ccc(Cl)cc2)c(N2CCOCC2)n1 | 11.2%
CCOC(=O)c1ccc(N2CCN(CC)CC2)c(NC(=O)CSc2ccc(Cl)cc2)c1 | ?
COC1C(=O)N(C2CCN(S(=O)(=O)Cc3ccccc3)CC2)C12CCOCC2 (stereo not drawn) | 12.7%
OC(COCc1ccccc1F)Cn1nnc(-c2ccccc2)n1 (stereo not drawn) | -3.2%

Six entries from above, reformatted:
ALOX12 inh,Molecule
19.8%,COc1ccc(CNC(=O)Cc2nn(C)c(=O)c3ccccc23)cc1OC
2.6%,CCS(=O)(=O)N1CCC(Cc2ccc(C(N)=O)cc2)CC1
52.7%[activator],Fc1ccc(Cc2nc3nccc(-c4ccccc4)n3n2)cc1
43.9%,c1csc(-c2nc3nccc(-c4ccsc4)n3n2)c1
11.2%,COCc1cc(=O)n(CC(=O)Nc2ccc(Cl)cc2)c(N2CCOCC2)n1
?,CCOC(=O)c1ccc(N2CCN(CC)CC2)c(NC(=O)CSc2ccc(Cl)cc2)c1

Additional entries follow:
SMILES | ALOX12 inh
CC(C)C[C@H]1CN([C@@H](Cc2ccc(O)cc2)CN2CCC[C@H]2CN2C(=O)C(=O)NC[C@@H]2Cc2ccccc2)C(=O)C(=O)N1CC1CCCCCC1 | ?
O=C1CSc2ccc(C(=O)NCCc3cccnc3)cc2N1 | 33.7%[activator]
COc1cc(C#N)ccc1OCc1ccccc1Br | -8.9%
Cc1ccc(SCC(=O)NCc2ccc(CS(N)(=O)=O)cc2)cc1C | ?
Cc1ccc(-c2cc(NC=O)c3ncc(-c4cccc(C(=O)N(C)C)c4)n3c2)cc1 | -27.4%
CC(=O)c1ccc(F)c(-c2cc(C)cc3c2OC(CNC(=O)C[C@@H]2C[C@@H](C)NC(=S)N2)C3)c1 (stereo partly drawn) | ?
O=C(c1cccc(F)c1)N1CCCC(Cc2nc(C3CCOCC3)no2)C1 (stereo not drawn) | 9.3%
CC(COc1ccc(OC(F)(F)F)cc1)CN1CCC(C(O)(c2ccccc2)c2ccccc2)CC1 (stereo not drawn) | -8.3%

SMILES | ALOX12 inh
Cc1ccc2nc(-c3ccc(NC(=O)c4cccc([N+](=O)[O-])c4C)cc3)oc2c1 | -14.4%
CCn1c(CSc2nccc(C)n2)nc2cc(NC(=O)c3cccc(Br)c3)ccc21 | 20.6%
Cc1ccc(CNC(=S)NC(C)C(C)(C)C)cc1 (stereo not drawn) | ?
O=C(CCc1nc2ccccc2s1)N1CCC(N2CC3CC(C2)[C@H]2CCCC(=O)N2C3)CC1 (stereo partly drawn) | -4.1%
COc1ccc(-c2noc([C@@H]3C[C@@H](O)CN3Cc3ccc(S(C)(=O)=O)cc3)n2)cc1 | -8.5%[176 µM]
CCCCCCCCN1C(=O)[C@H](CC(=O)NCCCOC)C[C@@]2(C(=O)OC)CC(C)(C)CC=C12 | ?
C=CCNC(=O)NC(=O)CNc1cc(C(F)(F)F)ccc1NC1CCCCC1 | ?
COCCNc1nc2c(c(=O)n(C)c(=O)n2C)n1CCCc1ccccc1 | -44.7%&-8.5%

SMILES | ALOX12 inh
COc1cccc(NC(=O)C2(C)CCc3cnc(NCc4ccccc4)nc32)c1 (stereo not drawn) | 51.5%[activator][176 µM]
N#Cc1ccc(/C=C/c2ccc(C#N)cc2)cc1 | -26.4%
CNC(=O)c1cccc(S(=O)(=O)NC2CCCN(C3CCCCCC3)C2)c1 (stereo not drawn) | -17.2%
COc1cc(OC)c(C2=CCN(C(=O)c3ccccc3OCc3noc(C)n3)CC2)c(OC)c1 | 15.5%
Cc1ccc(CN2CCC(c3nnc(CN(C)C)n3C3CC3)CC2)o1 | -3.3%
Cn1c(=O)c2c(nc(NCCc3ccccc3)n2C)n(C)c1=O | 12.2%
Cc1ccc(C(=O)N(C)Cc2ccccc2C(F)(F)F)cc1 | 29.0%[176 µM]
Cc1cc(C)cc(NC(=S)NCCc2ccc(Cl)cc2)c1 | -3.6%

SMILES | ALOX12 inh
O=C(c1ccc(F)cc1)N1CCC[C@H]1c1nc(-c2ccccc2Cl)no1 | 12.7%
CCCCOC(=O)c1nc2ccccc2nc1NCc1ccccc1 | 1.8%
CONC(=O)c1ccc(-c2cccc3nccn23)cc1 | ?
CC(O)(C#Cc1ccc2c(c1)N(c1nc(N)ncc1Cl)CC2)c1nccs1 (stereo not drawn) | ?
O=C(O)COc1cccc(NS(=O)(=O)c2ccc(Br)cc2)c1 | ?
C=CCn1nc(C(=O)N2CCOCC2)c2c1CCC(NCc1c(OC)ccc3ccccc13)C2 (stereo not drawn) | 55.8%[activator]
O=C(c1ccc(Cl)cc1)N1CCOC(CN(C(=O)c2ccc(F)cc2)C2CCCC2)C1 (stereo not drawn) | ?
CCC[S+](=O)([O-])NC1CCN(C(=O)N2CC3CC(C2)[C@H]2CCCC(=O)N2C3)CC1 (stereo partly drawn) | -13.4%

SMILES | ALOX12 inh
OCc1ccccc1-c1nc(NCc2ccccc2)nc2ccsc12 | 14.1µM*
Cc1cc(C(=O)NCC(F)(F)F)c2c(C3CCCN3)noc2n1 (stereo not drawn) | ?
Cc1cccc(NC(=O)c2cc(C3CC3)nc3ccccc23)c1C | 2.9%
CCCn1ccc2oc(C)c(C(=O)N3CCN(c4ccc(OC)cc4)CC3)c2c1=O | ?
Cc1ccc(C)c(NC(=O)Cn2c(-n3nc(C)cc3C)nc(-c3ccccc3)cc2=O)c1 | 0.4%
O[C@@H]1CO[C@H]2[C@@H]1OC[C@@H]2n1nnnc1Sc1ccccc1 | -9.2%[176 µM]
CCn1c(=O)c2ccccc2n(CC(=O)Nc2ccc(-c3cccc(C(F)(F)F)c3)cc2)c1=O | -57.7%
Cc1cc(C)n(Cc2ccc(C(=O)N3CCC(c4noc(-c5cccnc5)n4)C3)o2)n1 (stereo not drawn) | -8.2%

SMILES | ALOX12 inh
CC(C)(C)OC(=O)N1CC(NCc2cccc(F)c2)C1 | 3.3%[12.5 µM]
CC(=O)c1cccc(NC(=O)Cn2c(N3CCc4ccccc4C3)nc(C)cc2=O)c1 | -9.2%
CC1CCCCC12NC(=O)N(CC(=O)Nc1ccc3c(c1)OCO3)C2=O (stereo not drawn) | 19.2%
CCOC(=O)C1(C)CCN1C(=O)c1ccc(Cl)nc1 (stereo not drawn) | 21.4%
Cc1cccc(C(=O)Nc2cccc3ccc(C)nc23)c1 | 20.5%
COc1ccc2cc(C(=O)OC(C)C(=O)N3CCOCC3)c(C)nc2c1 (stereo not drawn) | -4.8%
OCc1c[nH]c2c1ccc1ccccc12 | ?
